mIAP block: blocks mouse intestinal alkaline phosphatase; purified mouse IAP, CDP-Star luminescence, 30 min; inhibition, % at 10 µM; actives 0.2% (n = 330,000); AID 2806;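 active means inhibition of at least 40% at 10 µM in the primary screen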;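 further: plate controls were DMSO with enzyme for no effect and no enzyme wells for full effect; values of inactives mirror those of a sister screen read the other way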
MPTP block: blocks calcium-induced mitochondrial swelling | AID 602449 | actives 1.4% (n = 360,000) | isolated mouse mitochondria, Ca2+ swelling absorbance, 30 min | inhibition, % at 10 µM;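 active means inhibition of 50% or more, scaled per plate between neutral and stimulator controls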;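 further: 0% = DMSO wells given calcium and 100% = 1 mM EGTA wells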
A3A deaminase: inhibitors of human APOBEC3A DNA deaminase | P31941 | actives 0.41% (n = 330,000) | recombinant A3A, FAM/TAMRA ssDNA deamination fluorescence | inhibition, % at 20 µM;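 active means at least 40% inhibition at 20 µM here, with at most 30% in a related deaminase screen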;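 further: plate controls were A3A with DMSO for no effect and wells lacking A3A enzyme for full effect; some results filed as inactive read as strong as hits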
Target sequence (P31941 whole entry, looked up): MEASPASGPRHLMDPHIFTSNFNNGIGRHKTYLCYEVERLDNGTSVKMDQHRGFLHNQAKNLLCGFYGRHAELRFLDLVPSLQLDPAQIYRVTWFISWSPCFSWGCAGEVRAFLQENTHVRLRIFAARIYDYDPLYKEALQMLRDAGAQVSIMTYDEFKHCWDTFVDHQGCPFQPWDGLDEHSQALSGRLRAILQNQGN
mIAP activ: mouse IAP activation; activation factor at 10 µM; actives 0.24% (n = 330,000); muIAP, CDP-Star luminescence, 30 min; stronger effect = higher value; 1 = vehicle-only enzyme signal, 0 = enzyme-free wells; AID 2805;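 active means activation factor of at least 2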; further: the source names both 10 and 20 µM as test concentration; values of inactives mirror those of a sister screen read the other way
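also added = chemiluminescent substrate CDP-Star | test system = mouse IAP enzyme | signal = chemiluminescence readout | compound = DMSO-dissolved test compounds | incubation = 30 min at room temperature | benchmarks = DMSO wells, no-enzyme wells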
hIAP block: human IAP inhibition; actives 0.12% (n = 330,000); AID 2544; purified IAP, CDP-Star luminescence, 30 min; P09923; inhibition, % at 10 µM;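 active means inhibition reaching a set limit with compound at 10 µM in the primary screen, cut at about 35% in these data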;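 further: plate controls were DMSO wells with enzyme for no effect and no-enzyme buffer wells for full effect; values of inactives mirror those of a sister screen read the other way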
ATG4B inhibitor: inhibitors of human ATG4B cysteine protease. Q9Y4P1. ATG4B cleavage of LC3-PLA2, NBD-HPC fluorescence, 1 h. inhibition, % at 8.33 µM. actives 0.51% (n = 340,000); in the data active means inhibition above about 40%
Target sequence (Q9Y4P1 whole entry, looked up): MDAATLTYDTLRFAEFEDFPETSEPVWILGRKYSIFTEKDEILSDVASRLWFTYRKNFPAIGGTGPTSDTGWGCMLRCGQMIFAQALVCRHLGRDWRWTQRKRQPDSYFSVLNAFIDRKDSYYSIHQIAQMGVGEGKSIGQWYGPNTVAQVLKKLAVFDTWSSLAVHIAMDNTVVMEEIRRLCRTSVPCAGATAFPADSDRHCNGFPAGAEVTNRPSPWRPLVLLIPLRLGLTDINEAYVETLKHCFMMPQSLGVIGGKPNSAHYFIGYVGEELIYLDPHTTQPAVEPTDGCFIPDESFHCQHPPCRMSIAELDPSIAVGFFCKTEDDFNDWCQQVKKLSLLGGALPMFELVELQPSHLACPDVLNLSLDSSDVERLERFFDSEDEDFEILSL
A3G deaminase: blocks human APOBEC3G single-stranded DNA deamination. Q9HC16. actives 0.28% (n = 330,000). inhibition, % at 20 µM. recombinant A3G, ssDNA deamination FAM/TAMRA fluorescence;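 active means inhibition of at least 40% at 20 µM, with no more than 30% in the related APOBEC3A deaminase screen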;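 further: plate controls were DMSO wells with A3G for no effect and wells lacking A3G enzyme for full effect; some compounds called inactive have numbers as strong as hits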
Target sequence (Q9HC16 whole entry, looked up): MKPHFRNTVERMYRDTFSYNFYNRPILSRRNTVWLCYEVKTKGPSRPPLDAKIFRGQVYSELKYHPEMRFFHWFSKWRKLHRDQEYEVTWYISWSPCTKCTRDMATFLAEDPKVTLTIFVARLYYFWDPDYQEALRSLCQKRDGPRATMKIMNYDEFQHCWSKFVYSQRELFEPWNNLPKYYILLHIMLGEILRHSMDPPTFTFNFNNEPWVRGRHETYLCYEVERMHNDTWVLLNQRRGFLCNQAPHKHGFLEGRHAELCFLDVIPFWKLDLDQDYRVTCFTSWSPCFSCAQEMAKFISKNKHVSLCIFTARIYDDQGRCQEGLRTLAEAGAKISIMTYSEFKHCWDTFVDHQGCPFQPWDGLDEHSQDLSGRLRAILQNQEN
beta cell repl: induces beta-cell replication in MIN6 cells | AID 2380 | MIN6 cells proliferation, ATPlite luminescence, 48 h; cells starved in 0.2% serum; 100% = growth in 10% serum | actives 0.29% (n = 330,000) | proliferation, % at 10 µM;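 active means compounds whose signal lies at least 3.5 SD above the mean of all wells on their plate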;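 further: 0% = DMSO-treated cells in low-serum medium and 100% = 10% serum control; some compounds called inactive have numbers as strong as hits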
hIAP act: increases human intestinal alkaline phosphatase activity; P09923; purified human IAP, CDP-Star luminescence, 30 min; stronger effect = higher value; 1 = vehicle-only enzyme, 0 = enzyme-free background; activation factor at 10 µM; actives 0.16% (n = 330,000); AID 2524;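 active means activation factor of the enzyme at least 2-fold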; further: the source names both 10 and 20 µM as test concentration; values of inactives mirror those of a sister screen read the other way
Active calls of the source: *.

Values in the order – mIAP block | MPTP block | A3A deaminase | mIAP activ | hIAP block | ATG4B inhibitor | A3G deaminase | beta cell repl | hIAP act
- O=C1Oc2ccccc2C(=O)/C1=C/c1ccccc1O
    5 | 6.6 | 0 | 0.95 | -2 | -3 | -2 | -3 | 1
- CC1(C2CC2)NC(=O)N(CC(=O)N2CCN(c3ccccc3)CC2)C1=O (centres undefined)
    -7 | -0.8 | -4 | 1.1 | 4 | 7 | -3 | 0 | 0.96
- COC(=O)CCC(NC(=O)c1cc(C)oc1C)C(=O)OC (centres undefined)
    6 | -2.8 | -20 | 0.94 | 6 | 0 | -7 | 0 | 0.94
- COc1ccc(N2CCN(C(=O)c3ccc(COc4ccc([N+](=O)[O-])cc4)o3)CC2)cc1
    3 | -1.3 | 3 | 0.97 | 2 | -4 | -10 | -1 | 0.98
- COc1cc(/C=C/c2cc[n+](C)cc2)ccc1OCC(=O)Nc1ccccc1
    8 | -3.6 | 66* | 0.92 | 1 | 1 | 8 | -5 | 0.99
- CN(Cc1cnn(C)c1)C(=O)C1CCCCC1C(=O)O (centres undefined)
    -1 | -0.8 | -1 | 1 | 9 | -9 | -1 | 1 | 0.91
- Cc1ccc(C(=O)c2oc3ccccc3c2N)cc1
    5 | -2.1 | -2 | 0.95 | -16 | -5 | -5 | -2 | 1.2
- O=C(NCCc1ccc(Cl)cc1)c1ccc(=O)[nH]c1
    2 | 0.9 | -4 | 0.98 | -11 | 5 | 3 | -2 | 1.1
- Cn1c(SCCCC(=O)c2ccccc2)nnc1-c1ccncc1
    -11 | 1.1 | 2 | 1.1 | 0 | -8 | -10 | -2 | 1
- CCOc1ccc2nc(NC(=O)Cn3c(C)csc3=O)sc2c1
    4 | -0.6 | -1 | 0.96 | 4 | 1 | -9 | -1 | 0.96
- C=CCn1nnnc1-c1cc(Cl)cc(Cl)c1
    10 | -0.4 | -3 | 0.9 | 6 | 4 | -10 | -1 | 0.94
- COc1cc(NC(=O)NCCN2CCN(c3ccc(Cl)cc3)CC2)ccc1C
    -36 | 70* | -5 | 1.4 | -61 | -3 | 6 | -4 | 1.6
- O=C1N[C@@H](Cc2ccccc2)COC(=O)[C@@H](Cc2ccc(F)cc2)C/C=C\C[C@@H]1CC(=O)N(CCO)Cc1ccccc1
    -7 | 0.3 | -1 | 1.1 | -20 | 22 | -6 | -6 | 1.2
- CCCCn1c(NCCO)nc2ccccc21
    -2 | -0.3 | -2 | 1 | 0 | 2 | -7 | 2 | 1
- COc1cc(-c2cc(N)n(S(=O)(=O)c3ccc(F)cc3)n2)cc(OC)c1OC
    -5 | 0.2 | 2 | 1.1 | 16 | -11 | -7 | -3 | 0.84
- CC(=O)N1CCc2c(sc(NC(=O)C3CCN(S(=O)(=O)c4cccs4)CC3)c2C(N)=O)C1
    -2 | -0.4 | -5 | 1 | 3 | -8 | -17 | -2 | 0.97
- O=S1c2ccccc2Nc2ccccc21
    -9 | -1.6 | 3 | 1.1 | 5 | -14 | 2 | -2 | 0.95
- O=C(NC(=S)Nc1ccc(S(=O)(=O)Nc2ncccn2)cc1)c1ccc(Br)cc1
    5 | -0.1 | -4 | 0.95 | 5 | 1 | -5 | -1 | 0.95
- COc1cccc(-c2nnc3sc(-c4ccccn4)nn23)c1
    3 | 1.9 | -2 | 0.97 | 11 | -7 | -6 | 4 | 0.89
- CCCc1cc(C(N)=O)c(NC(=O)c2ccoc2C)s1
    12 | -0.9 | -2 | 0.88 | 5 | -14 | 5 | 3 | 0.95
- Cc1ccc(C(=O)N2CCOCC2)cc1S(=O)(=O)N1CCOCC1
    0 | -2.3 | -3 | 1 | -11 | 1 | -4 | 0 | 1.1
- Cc1ccccc1OS(=O)(=O)c1cn(C)c(=O)n(C)c1=O
    -3 | -0.3 | 2 | 1 | -13 | 4 | -7 | -1 | 1.1
- Cc1cc(C)nc(NC(=O)CSc2nn(C)c(=S)s2)n1
    -4 | -2.7 | 4 | 1 | 9 | 8 | 1 | -3 | 0.91
- O=C(CSc1nc2cc(Cl)ccc2s1)c1cc2ccccc2o1
    6 | 47 | -1 | 0.94 | 2 | 11 | -6 | -3 | 0.98
- Cc1ccc(NC(=O)CCNS(=O)(=O)c2ccc3c(c2)oc(=O)n3C)cc1
    18 | -2.4 | 20 | 0.82 | 5 | 4 | 5 | 3 | 0.95
- CCN(CC)C(=S)Nc1ccc([N+](=O)[O-])cc1
    -11 | 0.0 | -3 | 1.1 | -11 | 58* | -7 | 0 | 1.1
- Cc1ccc(NC(=O)c2onc(C)c2Cl)cc1
    -12 | -0.7 | -2 | 1.1 | -4 | -2 | -3 | -2 | 1
- CCOC(=O)[C@@H]1[C@H]2COc3ccccc3[C@@H]2N2C(=O)N(c3ccc(OC)cc3)C(=O)[C@]12C
    -11 | 0.3 | 2 | 1.1 | 5 | 4 | -1 | -2 | 0.95
- Cc1cccc(N2CCN(c3nc(C)cc(C)c3C#N)CC2C)c1 (centres undefined)
    -8 | 0.8 | -6 | 1.1 | 0 | 4 | -3 | -2 | 1
- CN(Cc1ccccc1NS(=O)(=O)c1ccc2ccccc2c1)C1CCCCC1
    7 | -0.6 | -4 | 0.93 | 18 | -30 | -7 | 8 | 0.82
- COC(=O)c1ccccc1NC(=O)COc1ccc(S(=O)(=O)NC(C)C)cc1
    -2 | -1.0 | -2 | 1 | 6 | -20 | -10 | 7 | 0.94
- Cc1nc(NCc2ccc3c(c2)OCO3)c2oc3ccccc3c2n1
    -4 | 18 | -1 | 1 | 5 | -8 | -5 | -1 | 0.95
- CC(=O)Nc1ccc(N/C=C/C(=O)C(C)(C)C)cc1
    5 | -0.9 | -2 | 0.95 | 23 | -2 | -5 | -1 | 0.77
- O=C(NNC(=O)C(O)c1ccccc1)NC1CCCCC1 (centres undefined)
    -3 | -0.2 | -2 | 1 | -9 | 2 | -13 | -2 | 1.1
- CCNC(=O)CCc1nc(-c2ccc(C(C)(C)C)cc2)no1
    8 | 0.3 | -6 | 0.92 | -11 | 3 | -7 | -2 | 1.1
- CCCCCCNC(=O)CSc1nccn1Cc1ccccc1
    3 | 0.6 | -1 | 0.97 | -1 | 5 | -3 | 0 | 1
- Cc1c(NC(=O)CCSCCc2ccccn2)cccc1[N+](=O)[O-]
    -2 | 2.2 | 1 | 1 | 4 | -6 | -2 | 0 | 0.96
- Cc1cc(/C=C2/C(=O)NN(c3ccccc3)C2=O)c(C)n1-c1cccc(O)c1
    18 | 3.0 | -1 | 0.82 | -4 | 2 | 5 | -6 | 1
- CCN1C(=O)[C@@H]2[C@H](C1=O)[C@@H]1C(=O)Nc3ccccc3C(=O)N1[C@@H]2c1cccc(OC)c1
    -3 | 3.0 | -5 | 1 | -19 | -5 | -7 | 5 | 1.2
- N#Cc1ccccc1COC(=O)CCCC1=NS(=O)(=O)c2ccccc2N1
    -1 | 1.5 | -3 | 1 | -7 | -8 | -3 | 2 | 1.1
- CCN(CC)S(=O)(=O)c1ccc(/C=C/C(=O)OCC(=O)Nc2cccc3ccccc23)cc1
    13 | 3.1 | -2 | 0.87 | 7 | -5 | -6 | 1 | 0.93
- CCOC(=O)c1sc(NC(=O)c2ccc(C)o2)nc1C
    5 | -0.2 | 1 | 0.95 | -13 | 3 | 4 | -4 | 1.1
- CCC(CO)Oc1cc(NCc2ccccc2C)c2ncn(C(C)C)c2c1 (centres undefined)
    -9 | 0.0 | -3 | 1.1 | 2 | 1 | -6 | -1 | 0.98
- C/C(N)=C(/C#N)C(=O)COC(=O)c1cccc(C)c1O
    6 | 0.3 | 1 | 0.94 | -14 | 2 | -4 | -1 | 1.1
- CN(C)CCN(C(=O)C1CCN(S(=O)(=O)c2cccs2)CC1)c1nc2c(F)cccc2s1
    0 | 10 | 0 | 1 | 3 | -1 | 7 | 0 | 0.97

Nothing new here: entries from further up.
Values in the order – mIAP block | MPTP block | A3A deaminase | mIAP activ | hIAP block | ATG4B inhibitor | A3G deaminase | beta cell repl | hIAP act
- COC(=O)c1ccccc1NC(=O)COc1ccc(S(=O)(=O)NC(C)C)cc1
    -2 | -1.0 | -2 | 1 | 6 | -20 | -10 | 7 | 0.94
- Cc1nc(NCc2ccc3c(c2)OCO3)c2oc3ccccc3c2n1
    -4 | 18 | -1 | 1 | 5 | -8 | -5 | -1 | 0.95

(continued)
Values in the order – mIAP block | MPTP block | A3A deaminase | mIAP activ | hIAP block | ATG4B inhibitor | A3G deaminase | beta cell repl | hIAP act
- COc1ccc(CC(=O)N(CC2CCCO2)c2nc3ccccc3s2)cc1 (centres undefined)
    6 | -0.2 | 1 | 0.94 | 1 | -3 | -7 | -2 | 0.99
- CCOC(=O)c1c(C)[nH]c(C(C)=NNC(=O)c2cccs2)c1C
    13 | 0.4 | -2 | 0.87 | -24 | -10 | -4 | -3 | 1.2
- CN(C(=O)CCNC(=O)Cn1ccc2ccccc2c1=O)c1ccc(Br)cc1
    4 | -0.6 | 0 | 0.96 | -2 | -11 | -3 | -3 | 1
- C[C@H]1CN=C(N(C)C)N1CCCC1CCCC1
    -14 | -1.0 | 4 | 1.1 | 0 | -13 | 21 | 0 | 1
- CC1(C)Cc2c(cnn2-c2ccc(F)cc2)C(NC(=O)CCC(F)(F)F)C1 (centres undefined)
    0 | 0.9 | -5 | 1 | -11 | -3 | -5 | -2 | 1.1
- CCOC(=O)N1CCC(NC(=O)c2cc(C(=O)Nc3cccc(OC)c3)ccc2CO)CC1
    1 | -1.7 | -6 | 0.99 | -20 | -1 | -10 | -2 | 1.2
- C1=C(N2CCOCC2)/C(=C/c2nc3ccccc3[nH]2)CC1
    6 | 0.6 | -2 | 0.94 | 21 | -2 | -5 | -4 | 0.79
- Cc1noc(C)c1COc1ccccc1C(=O)Nc1cccc(S(=O)(=O)N(C)C)c1
    3 | -2.4 | -4 | 0.97 | -2 | -9 | -12 | 14* | 1
- Brc1ccccc1-c1nnc(CSc2nnnn2-c2ccccc2)o1
    16 | 1.9 | -4 | 0.84 | -5 | 2 | -8 | -2 | 1.1
- COc1cccc(CNC(=O)CCC2CCCN(Cc3cc(Cl)ccc3O)C2)c1 (centres undefined)
    -7 | -1.4 | -4 | 1.1 | -17 | 11 | -9 | -2 | 1.2
- NC(=O)NC(=O)CSc1nc(-c2ccccc2)c(-c2ccccc2)n1CC1CCCO1 (centres undefined)
    -2 | 0.2 | 2 | 1 | -16 | -13 | 2 | 3 | 1.2
- Cc1cccc(C(=O)N/C(=C/c2ccco2)C(=O)N2CCCCCC2)c1
    0 | -0.2 | -1 | 1 | -4 | 1 | -1 | -1 | 1
- O=C(O)Cn1cc(/C=c2/sc3nc4ccccc4n3c2=O)c2ccccc21
    22 | -1.4 | 0 | 0.79 | 18 | 4 | -5 | -1 | 0.82
- CCn1c(SCC(=O)NCC2CCCO2)nnc1-c1ccccc1OC (centres undefined)
    2 | 0.1 | -2 | 0.98 | 10 | -33 | -10 | 3 | 0.9
- O=C(CN1CCN(c2ccccc2O)CC1)Nc1ccc([N+](=O)[O-])cc1Br
    10 | 1.9 | 0 | 0.9 | 25 | -6 | -17 | 3 | 0.75
- COc1ccccc1CNS(=O)(=O)c1c(C)[nH]c(=O)[nH]c1=O
    -1 | 0.3 | -3 | 1 | 7 | -4 | -9 | -3 | 0.93
- COc1ccc2c(=O)c3ccccc3oc2c1
    3 | -0.5 | -2 | 0.97 | 20 | -4 | -3 | 0 | 0.8
- CSc1nc(SCC(=O)NCc2ccco2)c2c3c(sc2n1)CN(C)CC3
    12 | -0.1 | 49 | 0.88 | -2 | -1 | 54 | 0 | 1

Bioassay records: PubChem BioAssay, Sanford-Burnham Center for Chemical Genomics
